Screening data (PubChem)
POLI inh – qHTS for Inhibitors of Polymerase Iota; Pol iota fluorescent replication assay, 10 min; 390,000 tested, 1% active; Potency, µM (series often up to 115 µM), for inactives: at the highest dose activity, negative = inhibition, actives largely listed as inhibitors; DNA polymerase iota (Homo sapiens), Q9UNA4; AID 588590, 2011; note: potency is the fitted concentration of half-maximal effect
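Fluorescent replication assay read twice, at 0 min and 10 min after adding 50 nM (final) substrate. Enzyme (10 nM) and compounds were first incubated 15 min at room temperature; enzyme-free buffer wells were negative controls.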
APE1 inh – qHTS Assay for Inhibitors of the Human Apurinic/apyrimidinic Endonuclease 1 (APE1). 350,000 tested, 0.35% active. DNA repair nuclease/redox regulator APEX1 (Homo sapiens), P27695. recombinant APE1, TAMRA/BHQ-2 abasic DNA cleavage fluorescence. Potency, µM (doses to about 65.8 µM), for the others: at the top dose activity change, negative = inhibition, actives largely listed as inhibitors;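 note: potency is the fitted concentration of half-maximal effect; plate controls were vehicle for no effect and reference inhibitor for full effect; nearly all actives have a fitted effect of over 55% in size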
Target sequence (P27695 whole entry, looked up): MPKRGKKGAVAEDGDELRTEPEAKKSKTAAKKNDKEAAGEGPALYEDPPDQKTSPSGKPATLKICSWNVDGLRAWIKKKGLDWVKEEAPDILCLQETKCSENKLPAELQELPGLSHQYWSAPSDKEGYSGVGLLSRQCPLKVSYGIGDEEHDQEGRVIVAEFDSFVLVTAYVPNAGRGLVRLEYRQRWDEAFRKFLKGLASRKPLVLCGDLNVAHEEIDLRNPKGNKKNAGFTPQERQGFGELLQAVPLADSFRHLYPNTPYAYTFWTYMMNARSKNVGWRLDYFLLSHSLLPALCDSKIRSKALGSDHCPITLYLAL
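Quantitative HTS: incision of a TAMRA/BHQ-2 double-stranded substrate bearing a tetrahydrofuran abasic site by 0.75 nM APE1 raises fluorescence. Substrate 50 nM final, added after 15 min compound preincubation at room temperature; progress as third-minus-first kinetic read difference.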
Glioma ERSR ind – qHTS for Inducers of the Endoplasmic Reticulum Stress Response (ERSR) in Human Glioma: qHTS. 420,000 tested, 0.02% active. U87-MG GRP78 promoter luciferase reporter, 16 h. Potency, µM, without a hit: at the top dose activation, usual class: activators; note: potency is the fitted concentration of half-maximal effect; series mostly up to about 76 µM; % of control where 0% means no effect; nearly all actives have a fitted effect of over 35% in size
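Stably transfected U87-MG human glioma cells carrying a GRP78-based luminescent sensor were seeded at 1000 cells/well, pin-dosed with compounds and incubated 16 h. Luciferase reagent was then added, and end-point luminescence was read after 10 min at room temperature.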
Pol eta inh – qHTS for Inhibitors of Polymerase Eta | 390,000 tested, 1.2% active | AID 588591, 2011 | Potency, µM (titrated, usually from 114 µM), inactives show top-dose activity change, negative = inhibition, usual class: inhibitors | recombinant Pol eta, fluorescent DNA replication assay | DNA polymerase eta (Homo sapiens), Q9Y253; note: potency is the fitted concentration of half-maximal effect; % is set by controls: 0 for no effect and ±100 for the full control effect
Target sequence (Q9Y253 whole entry, looked up): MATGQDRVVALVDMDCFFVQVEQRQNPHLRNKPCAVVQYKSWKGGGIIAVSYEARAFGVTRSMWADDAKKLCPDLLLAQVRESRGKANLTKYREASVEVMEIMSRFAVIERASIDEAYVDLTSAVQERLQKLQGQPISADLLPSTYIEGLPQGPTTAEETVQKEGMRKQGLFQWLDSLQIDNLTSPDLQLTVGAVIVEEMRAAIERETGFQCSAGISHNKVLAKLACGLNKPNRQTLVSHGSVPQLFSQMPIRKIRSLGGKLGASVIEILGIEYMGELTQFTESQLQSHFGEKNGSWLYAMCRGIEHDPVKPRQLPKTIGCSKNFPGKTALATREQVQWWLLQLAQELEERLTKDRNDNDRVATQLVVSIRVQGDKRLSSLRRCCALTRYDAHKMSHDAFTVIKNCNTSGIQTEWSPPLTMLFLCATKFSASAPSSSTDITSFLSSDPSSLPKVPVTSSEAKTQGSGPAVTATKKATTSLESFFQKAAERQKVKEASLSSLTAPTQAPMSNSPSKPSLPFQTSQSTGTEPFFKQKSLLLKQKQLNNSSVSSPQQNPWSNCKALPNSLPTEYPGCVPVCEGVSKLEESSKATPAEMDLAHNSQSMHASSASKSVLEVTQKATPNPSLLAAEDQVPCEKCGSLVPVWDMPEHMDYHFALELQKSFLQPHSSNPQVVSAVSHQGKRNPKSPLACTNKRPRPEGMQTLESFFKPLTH
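Pol eta (10 nM) was preincubated with compounds for 15 min at room temperature, after which fluorescent replication substrate (50 nM final) was added to start the reaction. Fluorescence was read kinetically at 0 and 10 min.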
LDHA block – qHTS assay for inhibitors of human lactate dehydrogenase; L-lactate dehydrogenase A chain (Homo sapiens), P00338; purified LDHA, NADH/diaphorase-resazurin fluorescence; active compounds read low; 480,000 tested, 0.15% active; AID 1347041, 2019; activity change, % (values are at about 110 or 230 µM); in the data active = activity change below about -30%; inconclusive = mostly about -25% to -30%;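 note: plate controls were DMSO wells for no effect and wells without enzyme for full effect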
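Enzyme activity of human lactate dehydrogenase 5 (2 nM; 0.06 mM NADH, 0.2 mM pyruvate, 5 min, RT) is measured via a resazurin/diaphorase fluorescence readout of residual NADH.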
Anesthetic bind – qHTS Assay for Identification of Novel General Anesthetics. Ferritin light chain (Equus caballus), P02791. Potency, µM (doses to about 77.5 µM), without a hit: at the top dose activity change, negative = displacement, actives largely listed as inhibitors. apoferritin/1-aminoanthracene competitive binding, fluorescence. AID 485281, 2010. 350,000 tested, 0.074% active; note: potency is the fitted concentration of half-maximal effect; % is set by controls: 0 for no effect and ±100 for the full control effect; nearly all actives have a fitted effect of over 20% in size
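Horse-spleen apoferritin (10 uM) was mixed with 50% saturated 1-aminoanthracene in PBS, exposed to compounds for 10 min at room temperature, and read for fluorescence (ex 380 nm, em 535 nm). Competitive displacement was fitted with a four-parameter Hill equation.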
BLM inh – qHTS Assay for Inhibitors of Bloom's syndrome helicase (BLM); RecQ-like DNA helicase BLM (Homo sapiens), P54132; recombinant BLM DNA unwinding, fluorescence dequenching; Potency, µM (doses to about 56.1 µM), for inactives: at the highest dose activity change, negative = inhibition, hits mostly inhibitors; 350,000 tested, 0.2% active;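 note: potency is the fitted concentration of half-maximal effect; plate controls were vehicle for no effect and no enzyme for full effect; nearly all actives have a fitted effect of over 35% in size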
POLB inh – qHTS Assay for Inhibitors of DNA Polymerase Beta. Potency, µM (doses to about 114 µM), without a hit: top-dose activity change, negative = inhibition, actives largely listed as inhibitors. 340,000 tested, 1.3% active. P06746. AID 485314, 2010. Pol beta primer extension/strand displacement, fluorescence kinetic; note: potency is the fitted concentration of half-maximal effect; % is set by controls: 0 for no effect and ±100 for the full control effect
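10 nM enzyme + cpd, 15 min RT; start with substrate 50 nM final; read 0 min and after 10 min RT. Corrected, normalized data; 4-parameter Hill curve fit.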
Pol kappa inh – qHTS for Inhibitors of Polymerase Kappa; DNA polymerase kappa (Homo sapiens), Q9UBT6; purified Pol kappa, fluorescent DNA synthesis assay, 10 min; Potency, µM (top dose mostly 107 µM), for inactives: at the highest dose activity, negative = inhibition, hits mostly inhibitors; 400,000 tested, 0.53% active; AID 588579, 2011; note: potency is the fitted concentration of half-maximal effect; % is set by controls: 0 for no effect and ±100 for the full control effect
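Enzyme at 10 nM met test compounds for 15 min at room temperature. Substrate addition (50 nM final) began the reaction, which was monitored by fluorescence at 0 and 10 min.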
* = called active by the depositor; & = joins results of further samples; [ ] = dose if it differs, or a comment. Unless noted, calls come from the whole dose curve; as a rule, active = well fitted curve in the direction sought with a large enough effect; inconclusive = small, poorly fitted or top-dose-only effect, or another doubt; inactive = no such curve, though single readings can be large; an effect the other way counts as inactive or inconclusive. Some of the compounds tested; the hit share may differ from the screen's.

Screening Cc1sc2ncn(CC(=O)N(C)c3ccc(C(C)C)cc3)c(=O)c2c1S(=O)(=O)N1CCC(C)CC1 returned POLI inh -9%, Glioma ERSR ind -3%, Pol eta inh -7%, LDHA block 2, Anesthetic bind -15%, BLM inh -9%, POLB inh 0% and Pol kappa inh -4%.
For COCCNC(=O)Cc1cn(C)c2ccccc12 the results were POLI inh 16%, APE1 inh 2%, Glioma ERSR ind 0%, Pol eta inh -14%, LDHA block -11, Anesthetic bind -6%, BLM inh 1%, POLB inh -15% and Pol kappa inh -3%.
Screening O=C(O)CC(SCC(=O)Nc1ccc(S(=O)(=O)N2CCCC2)cc1)C(=O)O (centres undefined) returned POLI inh inconclusive, APE1 inh -7%, Glioma ERSR ind -3%, Pol eta inh -9%, LDHA block 1, Anesthetic bind -18%, BLM inh 1%, POLB inh 90% and Pol kappa inh 4%.
For O=C(Cc1ccccc1F)Nc1nc(-c2ccc(F)c(F)c2)cs1 the results were POLI inh 1%, APE1 inh 19%, Glioma ERSR ind -7%, Pol eta inh -25%, LDHA block -3, Anesthetic bind -16%, BLM inh -11%, POLB inh -3% and Pol kappa inh 3%.
N#C/C(=C\c1ccc(OC(=O)c2ccc(Cl)s2)cc1)c1nc2ccccc2[nH]1 was read as POLI inh 57%[activator], APE1 inh 1%, Glioma ERSR ind 8%, Pol eta inh inconclusive, LDHA block -15, Anesthetic bind 0%, BLM inh -9%, POLB inh inconclusive and Pol kappa inh -9%.
For O=C(CN(Cc1ccco1)C(=O)CNS(=O)(=O)c1ccc(F)cc1)NCCc1ccccc1 the results were POLI inh 20%, APE1 inh 14%, Glioma ERSR ind -2%, Pol eta inh -9%, LDHA block -7, Anesthetic bind -1%, BLM inh 2%, POLB inh 0% and Pol kappa inh -9%.
Cc1ccc(-n2c(C)nnc2SCC(=O)NC2CCCC2)cc1 was read as POLI inh -10%, APE1 inh 18%, Glioma ERSR ind -4%, Pol eta inh -13%, LDHA block 2, Anesthetic bind -15%, BLM inh -4%, POLB inh 1% and Pol kappa inh 4%.
For COc1ccc(CN2CCNC(=O)C2CC(=O)NC2CCCCCC2)c(F)c1 (centres undefined) the results were POLI inh 5%, APE1 inh 3%, Glioma ERSR ind -3%, Pol eta inh -1%, LDHA block 3, Anesthetic bind inconclusive, BLM inh -10%, POLB inh 13% and Pol kappa inh -24%.
For Cc1ccccc1NC(=O)CCNS(=O)(=O)c1ccc2[nH]c(=O)oc2c1 the results were POLI inh 4%, APE1 inh 18%, Glioma ERSR ind -1%, Pol eta inh -10%, LDHA block -8, Anesthetic bind 2%, BLM inh 2%, POLB inh 8% and Pol kappa inh -6%.
`CCCSc1nc2c(c(=O)[nH]1)C(c1ccc(F)cc1F)CC(=O)N2` (centres undefined) gave POLI inh 20%, Glioma ERSR ind -3%, Pol eta inh -8%, LDHA block -8, Anesthetic bind -3%, BLM inh -10%, POLB inh 17% and Pol kappa inh -15%.
`Cc1nc2ccc(C(=O)OCC(=O)N(C)c3ccccc3)cc2nc1C` gave POLI inh 2%, APE1 inh 1%, Glioma ERSR ind -3%, Pol eta inh -2%, LDHA block -10&4 and Pol kappa inh -6%.
CCCOc1ccc(/C(O)=C2/C(=O)C(=O)N(CCOC)C2c2cccnc2)cc1 (centres undefined) was read as APE1 inh 0%, Anesthetic bind -11%, BLM inh -1% and POLB inh -1%.
Screening Cc1ccc2c(c1)C1CN(C)CCC1N2C(=S)Nc1ccc(OC(F)F)cc1 (centres undefined) returned POLI inh 1%, APE1 inh 5%, Glioma ERSR ind -8%, Pol eta inh -10%, LDHA block -5, Anesthetic bind -6%, BLM inh -2%, POLB inh -6% and Pol kappa inh -1%.
Screening COc1ccc(-c2nc(-c3ccccc3)ncc2S(C)(=O)=O)cc1 returned POLI inh 77%[activator], APE1 inh -3%, Glioma ERSR ind -3%, Pol eta inh -15%, LDHA block -5, Anesthetic bind -6%, BLM inh -15%, POLB inh 0% and Pol kappa inh 3%.
For Cc1c(NC(=O)c2sc3ccccc3c2Cl)cccc1-c1nc2ccccc2o1 the results were POLI inh -5%, Glioma ERSR ind 0%, Pol eta inh 14%, LDHA block -3, Anesthetic bind 0%, BLM inh -7%, POLB inh -21% and Pol kappa inh -5%.

Continued (two carried over from the part before).
Screening COc1ccc(-c2nc(-c3ccccc3)ncc2S(C)(=O)=O)cc1 returned POLI inh 77%[activator], APE1 inh -3%, Glioma ERSR ind -3%, Pol eta inh -15%, LDHA block -5, Anesthetic bind -6%, BLM inh -15%, POLB inh 0% and Pol kappa inh 3%.
For Cc1c(NC(=O)c2sc3ccccc3c2Cl)cccc1-c1nc2ccccc2o1 the results were POLI inh -5%, Glioma ERSR ind 0%, Pol eta inh 14%, LDHA block -3, Anesthetic bind 0%, BLM inh -7%, POLB inh -21% and Pol kappa inh -5%.
Screening COC(=O)c1nc[nH]c1C(=O)OC returned POLI inh 29%, APE1 inh 0%, Glioma ERSR ind -3%, Pol eta inh -2%, LDHA block -9, Anesthetic bind 7%, BLM inh -1%, POLB inh 55% and Pol kappa inh -4%.
CC1=CC2=NC(=O)/C(=C\c3cccn3CCOc3cccc(C)c3)C(=N)N2O1 was read as POLI inh 112%[activator], APE1 inh -3%, Glioma ERSR ind -4%, Pol eta inh inconclusive, LDHA block -7, Anesthetic bind -18%, BLM inh -8%, POLB inh -12% and Pol kappa inh inconclusive.
For COc1ccc(C(=O)N/C(=C\c2ccc3c(c2)OCO3)C(=O)Nc2cccc(C(=O)O)c2)cc1 the results were POLI inh 1%, APE1 inh -1%, Glioma ERSR ind -1%, Pol eta inh 13%, LDHA block -11, Anesthetic bind -12%, BLM inh -1%, POLB inh 1% and Pol kappa inh -7%.
Cc1nc(NC(=O)CN2CCOCC2)sc1C(=O)N(C)C was read as POLI inh 98%[activator], APE1 inh 38%, Glioma ERSR ind -2%, Pol eta inh -15%, LDHA block -7, Anesthetic bind -2%, BLM inh -3%, POLB inh 6% and Pol kappa inh 0%.
Screening O=C(OCC1CCCN2CCCCC12)c1ccc2c(c1)OCO2 (centres undefined) returned POLI inh -2%, APE1 inh -5%, Glioma ERSR ind -2%, Pol eta inh -4%, LDHA block 4, Anesthetic bind -3%, BLM inh -12%, POLB inh 29% and Pol kappa inh -4%.
`O=C(CCn1nc(-c2ccccc2)ccc1=O)NCCCN1CCCCCC1` gave POLI inh 22%, APE1 inh 3%, Glioma ERSR ind -1%, Pol eta inh -19%, LDHA block -3, Anesthetic bind -12%, BLM inh -2%, POLB inh 37% and Pol kappa inh 1%.
Screening Cc1csc2nc(CCNS(=O)(=O)c3ccccc3)cn12 returned POLI inh 14%, Glioma ERSR ind -2%, Pol eta inh 2%, LDHA block -4, Anesthetic bind -11%, BLM inh 0%, POLB inh 25% and Pol kappa inh -4%[60.1 µM].
For Cc1ccc(Cl)cc1N1CCN(C(=O)C2CCCN(S(=O)(=O)c3ccc(Br)s3)C2)CC1 (centres undefined) the results were POLI inh 30%, Glioma ERSR ind -4%, Pol eta inh -17%, LDHA block 2, Anesthetic bind -4%, BLM inh -7%, POLB inh -1% and Pol kappa inh 12%.
COc1ccc(CN(C)CC2CCCN(CCc3ccc(F)cc3)C2)cc1OC (centres undefined) was read as POLI inh 30%[activator], APE1 inh 26%, Glioma ERSR ind -2%, Pol eta inh -14%, LDHA block -2, Anesthetic bind -10%, BLM inh 1%, POLB inh 35% and Pol kappa inh 0%.
Cc1nc2ccc3[nH]snc3c2n1 was read as POLI inh 38%[activator], APE1 inh -5%, Glioma ERSR ind -4%, Pol eta inh -3%, LDHA block 27, Anesthetic bind 13%, BLM inh -4%, POLB inh 1% and Pol kappa inh -5%.
`Cc1[nH]c2ccccc2c1CCNC(=O)CCC(=O)c1ccccc1` gave POLI inh 110%[activator], APE1 inh 1%, Glioma ERSR ind -3%, Pol eta inh -17%, LDHA block -1, Anesthetic bind -19%, BLM inh -1%, POLB inh -18% and Pol kappa inh 2%.
CC(=O)c1ccc(NC(=S)N2CCCCCC2)cc1 was read as POLI inh 93%[activator], APE1 inh -3%, Glioma ERSR ind 2%, Pol eta inh -7%, LDHA block 0, Anesthetic bind inconclusive, BLM inh -3%, POLB inh 50% and Pol kappa inh -2%.
Cc1cccc(C(=O)NC(C(=O)Nc2nc(-c3ccccn3)cs2)C(C)C)c1 (centres undefined) was read as POLI inh 11%, APE1 inh -4%, Glioma ERSR ind -6%, Pol eta inh -12%, LDHA block -8, Anesthetic bind -23%, BLM inh -4%, POLB inh 1% and Pol kappa inh -8%.
CC(=NNC(=S)Nc1ccccc1Cl)c1ccccn1 was read as POLI inh 12%, Glioma ERSR ind 8%, Pol eta inh -18%, LDHA block -2 and Pol kappa inh -16%.
Screening Cc1csc(=O)n1CC(=O)OCC(=O)NNC(=O)c1ccccc1 returned POLI inh 4%, APE1 inh 32%, Glioma ERSR ind -5%, Pol eta inh -4%, LDHA block -1, Anesthetic bind -6%, BLM inh -1%, POLB inh 7% and Pol kappa inh -22%.
Screening O=C(CCCCC(=O)Nc1ccccc1Cl)Nc1ccccc1Cl returned POLI inh -9%, APE1 inh -9%, Glioma ERSR ind -2%, Pol eta inh -9%, LDHA block 0, Anesthetic bind 8%, BLM inh -2%, POLB inh 17% and Pol kappa inh 10%.
COc1ccc(NC(=O)N(Cc2nnc3n2CCCCC3)c2ccc(OC)c(Cl)c2)cc1 was read as POLI inh 8%, Glioma ERSR ind -2%, Pol eta inh -19%, LDHA block -2, Anesthetic bind -7%, BLM inh 0%, POLB inh -2% and Pol kappa inh -8%[60.1 µM].
